S3 lipid droplet – qHTS Assay for Lipid Storage Modulators in Drosophila S3 Cells; Drosophila S3 cells, BODIPY lipid droplet fluorescence, 18-24 h; cells fed with added oleic acid; lipid storage change, negative = inhibition, % at the top dose, mostly 46.1 µM; hits show Potency in µM; actives 0.64% (n = 320,000); AID 2685; active = well fitted inhibition curve with a large enough effect in the signal ratio, with a control signal flat, not every such curve was filed as active; inconclusive = small, poorly fitted or top-dose-only effect, or effect the other way, or a change in a side signal; the % refers to the signal ratio
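Laser-scanning cytometry quantifies lipid droplet accumulation (500–530 nm total intensity; droplet/cell object ratio) in oleic acid-fed (400 uM added) Drosophila S3 cells treated with a concentration series. 20 uM Triacsin C defined 100% inhibition.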
S3 lipid droplet cell count max – recorded beside S3 lipid droplet, whose call it bears; cell number change, %; measured here: cell count max response;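 cells counted by Cell Tracker Red CMTPX staining in the red channel; peak over a dose series mostly up to 46.1 µM; percent activity relative to internal control wells on each plate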
Starred values were filed as active, the others as inactive; i = inactive; ? = inconclusive; . = no result given; [ ] = dose if it differs, or a comment. % is set by controls: 0 for no effect and ±100 for the full control effect; potency is the fitted concentration of half-maximal effect. Not all compounds are listed. The share of hits here may be higher or lower than overall.

S3 lipid droplet | S3 lipid droplet cell count max | SMILES
? | . | C=CCNC(=O)c1snnc1-c1ccccc1
1.8% | 7.1 | Cc1c(C(=O)Nc2ccc(Cl)cn2)oc2ccccc12
? | . | CC1(C)N=C(SCC(=O)Nc2ccc(Cl)cc2Cl)C(c2ccccc2)=N1
i | 1.7 | Cc1ccc(C)c(N(C(=O)c2csnn2)C(C(=O)NC2CCCCC2)c2cccnc2)c1 (stereo not drawn)
? | . | COc1ccc(CNC(=O)C2CCC(CNc3c(N4CCC(C)CC4)c(=O)c3=O)CC2)cc1 (stereo not drawn)
3.8%[9.22 µM] | 1.7 | CN(C)C(=S)c1ccc(N(C)C)cc1
? | . | O=C(Nc1ccc2ccccc2c1)Nc1ccc2snnc2c1
-18.4% | -8.9 | CC(C)(C)C(=O)c1sc2nc(-c3cccs3)cc(C(F)(F)F)c2c1N
? | . | N#C/C(=C(/O)c1ccc(F)cc1)c1nc2ccccc2s1
? | . | CCC(NC(=S)NCc1ccc(F)cc1)c1ccccc1 (stereo not drawn)
? | . | Cc1ccc(/C=N/NC(=S)NC2CCCCC2)o1
16.7% | 13.6 | Cc1ccc(OCc2ccc(C(=O)Nc3nc4ccccc4n3C)o2)c([N+](=O)[O-])c1
? | . | O=C(O)c1cc2nc(-c3ccccc3)cc(C(F)(F)F)n2n1
7.4% | 2.0 | CC1(C)OC2OC(COC(=O)c3ccc([N+](=O)[O-])cc3)C3OC(C)(C)OC3C2O1 (stereo not drawn)
-1.6% | 5.8 | Cn1cccc1/C=C(/C#N)c1ccc(F)cc1
? | . | CC1CCCN(C(=O)C(C)Nc2cc(Cl)ccc2N2CCOCC2)C1 (stereo not drawn)
? | . | CC(C(=O)NCc1ccco1)n1ccc2cc(S(=O)(=O)N3CCCCC3)ccc21 (stereo not drawn)
25.0% | -8.9 | COc1ccc(C2C(C(=O)c3ccccc3)=C(C)Nc3nc4ccccc4n32)cc1OC (stereo not drawn)
-0.7% | -6.1 | Cc1cc(Br)ccc1S(=O)(=O)n1ccnc1C
? | . | O=C(CSc1ncnc2c1oc1ccccc12)Nc1ccccc1F
15.8% | -0.8 | CCOC(=O)N1C=CC=C[C@@H]2[C@@H](N3C(=O)c4ccccc4C3=O)C(=O)N21
? | . | C#CCOCCOCCOCCNc1nc(N2CCN(C(=O)[C@H]([C@@H](C)CC)n3cc(CCCCN)nn3)CC2)nc(N2CCN(C(=O)[C@H](CCCCN)n3cc(CCCC)nn3)CC2)n1
? | . | COCCNc1ccc(S(=O)(=O)N2CCCC2)cn1
? | . | COc1ccc(NS(=O)(=O)c2cc(NC(=O)c3cnc(C)cn3)ccc2N2CCCC2)cc1
? | . | Cc1ccc(C(=O)CCS(=O)(=O)c2ccc(F)cc2)cc1
? | . | Cc1cc(C)nc(Nc2ncc(O)n2-c2ccc(C)c(C)c2)n1
? | . | COc1ccc(S(=O)(=O)NCC(=O)Nc2ccc3c(c2)OCCO3)cc1OC
? | . | CCN1C(=O)CCC(C(=O)O)C1c1ccc(OC)cc1 (stereo not drawn)
? | . | CC(C)N1C(=O)CC2(CC[N+](C)(CCOC(=O)C(c3ccccc3)c3ccccc3)CC2)C1=O (stereo not drawn)
? | . | Cc1ccc(NC(=O)COc2ccc(/C=C3/SC(=Nc4ccccc4)N(Cc4cccnc4)C3=O)cc2)cc1

Later entries
S3 lipid droplet | S3 lipid droplet cell count max | SMILES
? | . | c1ccc2c(c1)CCCc1cc(NCCN3CCOCC3)nnc1-2
1.6% | 3.2 | CCO[C@H]1OC(C(=O)NC2CC2)=C[C@@H](c2ccc(C(F)(F)F)cc2)[C@@H]1CCCO
-0.4% | -17.7 | CCS(=O)(=O)N1CCN(C(=O)CCC2CCCC2)CC1
? | . | Cc1ccccc1CN(C)CC(=O)Nc1cccc(S(=O)(=O)N(C)c2ccccc2)c1
-12.0% | 1.6 | Cc1cccc2cc(COC(=O)c3cccc([N+](=O)[O-])c3)c(=O)[nH]c12
-1.4% | . | Nc1cc(=O)[nH]c(SCC(=O)Nc2ccc(F)c(Cl)c2)n1
? | . | CCOc1cc(C(=O)N2CCC(CC3CC(c4ccc(Cl)cc4)=NO3)(C(=O)NCC3CCCCC3)CC2)cc(OCC)c1OCC (stereo not drawn)
i | 2.0 | CCOC(=O)c1nn(-c2ccccc2)c(=O)cc1SC(C)C
? | . | CCCSC1=C(C#N)C(c2ccc(O)c(OC)c2)CC(=O)N1 (stereo not drawn)
10.5% | 9.8 | C/C(=N\NS(=O)(=O)c1ccc(C)cc1)c1cc2ccccc2oc1=O
6.0% | 1.2 | CC(=O)Nc1ccc(/C=N/NS(=O)(=O)c2cc(C)ccc2C)cc1
-5.4% | 4.8 | CSc1cccc(NC(=S)N(CCCN2CCCC(C)C2)Cc2cccs2)c1 (stereo not drawn)
? | . | CCN(CC)C(=O)CSC1=C(C#N)C(c2cccs2)C=C(C)N1 (stereo not drawn)
? | . | O=C(N/N=C\c1ccc(S(=O)(=O)O)o1)c1ccc2c(c1)OCO2
? | . | Cc1ccc(C(=O)Nc2cccc(N3C(=O)C4CCC(C)CC4C3=O)c2)cc1 (stereo not drawn)
-1.4% | -4.1 | CN(C(=O)COC(=O)CCCc1c[nH]c2ccccc12)c1c(N)n(Cc2ccccc2)c(=O)[nH]c1=O
12.6% | 12.4 | COc1ccc(OC)c(NC(=O)CSc2nc3[nH]c(=O)cc(O)c3s2)c1
-6.9% | -2.2 | COc1ccc(N(CC(=O)NCc2cccnc2)S(=O)(=O)c2ccccc2[N+](=O)[O-])c(OC)c1
? | . | COc1ccccc1CCC(=O)Nc1cccc(S(=O)(=O)N2CCCC2)c1
? | . | O=C(Nc1nnc(S(=O)(=O)N2CCCCC2)s1)c1cccc(Br)c1
11.7% | 6.9 | COc1ccc(-c2noc(CN(C)CCC3CCCCO3)n2)cc1 (stereo not drawn)
13.3% | 8.7 | COc1ccc(N(C)S(=O)(=O)c2cccc(C(=O)NCC(c3ccco3)N3CCCC3)c2)cc1 (stereo not drawn)
-4.5% | 5.3 | O=C(c1c(Cl)cccc1Cl)N1CCN(c2ncccn2)CC1
-5.1% | -13.2 | C[C@@]12CC[C@H]3OC(=O)C=C3C1CC[C@@]13CC(CCC12)[C@](CO)(O[C@H]1O[C@H](CO)[C@@H](O)[C@H](O)[C@H]1O)C3 (stereo partly drawn)
? | . | COc1ccc(NC(=O)C2CCCN(S(=O)(=O)c3cnc[nH]3)C2)cc1 (stereo not drawn)
-0.2% | 0.2 | CC(=O)Nc1ccc(S(=O)(=O)N2CCN(CCN3CCOCC3)CC2)cc1Cl
5.5% | 12.6 | CCCCNC(=O)c1cccc2c(=O)c(C)c(-c3ccccc3)oc12
8.3% | 2.0 | CS(=O)(=O)c1ccc(Cl)c(NC(=O)COC(=O)CNC(=O)c2ccccc2)c1
-11.2% | -13.0 | CC(Sc1nnc(-c2ccccc2)c(-c2ccccc2)n1)C(=O)Nc1ncc(Cl)cc1Cl (stereo not drawn)
? | . | CCn1cc(C2=NOC(C(=O)Nc3cc(C)nn3-c3ccccc3)C2)c(C)n1 (stereo not drawn)

Reprinted from the part before: 7 entries, then new ones.
S3 lipid droplet | S3 lipid droplet cell count max | SMILES
-5.1% | -13.2 | C[C@@]12CC[C@H]3OC(=O)C=C3C1CC[C@@]13CC(CCC12)[C@](CO)(O[C@H]1O[C@H](CO)[C@@H](O)[C@H](O)[C@H]1O)C3 (stereo partly drawn)
? | . | COc1ccc(NC(=O)C2CCCN(S(=O)(=O)c3cnc[nH]3)C2)cc1 (stereo not drawn)
-0.2% | 0.2 | CC(=O)Nc1ccc(S(=O)(=O)N2CCN(CCN3CCOCC3)CC2)cc1Cl
5.5% | 12.6 | CCCCNC(=O)c1cccc2c(=O)c(C)c(-c3ccccc3)oc12
8.3% | 2.0 | CS(=O)(=O)c1ccc(Cl)c(NC(=O)COC(=O)CNC(=O)c2ccccc2)c1
-11.2% | -13.0 | CC(Sc1nnc(-c2ccccc2)c(-c2ccccc2)n1)C(=O)Nc1ncc(Cl)cc1Cl (stereo not drawn)
? | . | CCn1cc(C2=NOC(C(=O)Nc3cc(C)nn3-c3ccccc3)C2)c(C)n1 (stereo not drawn)
? | . | CC(=O)N1c2ccc(S(=O)(=O)N3CCC(C(=O)Nc4ccccn4)CC3)cc2CC1C (stereo not drawn)
? | . | Cc1ccc(S(=O)(=O)Nc2ccccc2F)cc1C(=O)NCc1ccco1
? | . | CCOC(=O)CCC(=O)N1CCNC(=O)C1
i | 4.4 | Cc1cccc(OCC(=O)Nc2ccc(NC(=O)c3ccco3)cc2)c1
? | . | C=CCn1c(SCC(=O)Nc2cc(NC(C)=O)ccc2OC)nnc1-c1ccccn1
? | . | CNc1nc2c(c(=O)n(C)c(=O)n2C)n1Cc1ccccc1
i | . | OC(COc1ccc2cc(Br)ccc2c1)CN1CCCC1 (stereo not drawn)
9.6% | 5.5 | O=C(COc1ccccc1O)Nc1ccc(Cl)cc1
? | . | COC1OC(COC(=O)c2ccccc2)C(OC(=O)c2ccccc2)C1OC(=O)c1ccccc1 (stereo not drawn)
14.0% | -6.6 | CC1CC(NC2=NCCS2)CC(C)(C)C1 (stereo not drawn)
? | . | Cc1cc(Cl)c2oc(C(=O)NCCN3CCOC3=O)c(C)c2c1
-6.7% | 16.2 | CC1(C)NC(C)(C)/C(=C\c2cccs2)C(=O)C1=O
6.1% | 16.8 | CC[N+](CC)(CC)C/C=C/CN1CCCCC1
i | -3.1 | O=C(N/N=C/c1ccc(O)c(Br)c1)c1cc2c(ccc3ccccc32)o1
1.84µM* | 19.3* | Cc1cc(C)c(OCC(=O)OCC(=O)NC2CCCCCCC2)c(C)c1
? | . | O=C(CN1C(=O)NC2(CCCC2)C1=O)OCc1ccccc1
3.5% | 8.4 | Cc1ccc(S(=O)(=O)Nc2nc(C)cc(NN)n2)cc1
? | . | C=CCNC(=O)C1CCN(S(=O)(=O)CC)CC1
-6.7% | 3.4 | Cc1ccc(C(=O)N2C3=C(CCCC3)C(=O)NC23CCCCC3)cc1
8.0% | . | CCOC(=O)CSC1=N/C(=C\c2ccc(OC)c(OC)c2)C(=O)N1C
? | . | C=CCn1c(COc2ccccc2F)nnc1SCC(=O)NC(=O)NCc1ccco1
12.6% | -10.1 | CCc1nc(SCC(=O)c2ccc(C)c(C)c2)n[nH]1
? | . | Oc1cccnc1SCc1ccccc1
-21.0% | 4.5 | COC(=O)c1ccc(/C=C/c2c(-c3ccc(OC)cc3)oc3ccccc23)cc1
? | . | CC(OC(=O)c1ncc(Cl)c(Cl)c1Cl)C(=O)NC1(C#N)CCCCC1 (stereo not drawn)
? | . | O=C(NCc1ccccc1Cl)C1CCCN(S(=O)(=O)c2cccc3nsnc23)C1 (stereo not drawn)
-14.7% | -3.3 | C/C=C/C(=O)OCC(=O)Nc1cc(-c2cc(C)c(C)cc2C)nn1-c1ccccc1
? | . | CC(C)(C)NC(=O)CSc1nc2scc(-c3ccccc3)c2c(=O)[nH]1
17.0% | 2.3 | O=C1O/C(=C/c2ccccc2)N=C1c1ccccc1
? | . | C=C1CCN(Cc2ccccc2)S(=O)(=O)c2ccccc21

Other entries follow.
S3 lipid droplet | S3 lipid droplet cell count max | SMILES
? | . | Cc1ccc(S(=O)(=O)NCCC(=O)NNC(=O)c2ccccc2O)cc1C
? | . | CCOC(=O)/C(=C/C=C/c1ccccc1)NC(=O)c1ccccc1
14.0% | 2.1 | CCCN1CCN(C(=O)c2ccc3nc(CC)c(CC)nc3c2)CC1
24.9% | 3.8 | Nc1[nH]nc2c1NN(c1ccc(Cl)cc1Cl)N2
? | . | CC1(C)Oc2ccc3ccc(=O)oc3c2/C(=C/N)C1=O
? | . | COc1ccc(C(=O)Nc2ccc(S(=O)(=O)N3CCOCC3)cc2)cc1OC
14.8% | 17.2 | O=C(CC1C(=O)NCCN1Cc1cccc(Oc2ccccc2)c1)NCCc1cnccn1 (stereo not drawn)
? | . | CCOC(=O)c1c(NC(=O)CSc2nnc(-c3ccncc3)n2Cc2ccco2)sc(C)c1C
8.7% | 4.6 | Cc1oc(-c2cc3c(cc2Cl)OCO3)nc1CN1CCCC(C(=O)N2CCOCC2)C1 (stereo not drawn)
i | -8.7 | O=[N+]([O-])c1ccc2nc(-c3ccc(Cl)cc3)n(OCc3ccccc3)c2c1
0.6% | -20.7 | CC(=O)N(CC(=O)O)c1ccccc1C(=O)O
7.8% | 15.4 | Cc1c(OCC(=O)NC(Cc2ccc(Cl)cc2)C(=O)O)ccc2c3c(c(=O)oc12)CCCC3 (stereo not drawn)
? | . | COCCn1c(SCC(=O)Nc2ccc(C(C)=O)cc2)nc2c([nH]c3ccccc32)c1=O
? | . | NNC(=O)CNC(c1ccccc1)c1cc(Br)ccc1NC(=O)c1cccc(Cl)c1 (stereo not drawn)
? | . | O=C(Cn1cnc2ccccc21)N1CCN(S(=O)(=O)c2ccccc2)CC1
? | . | O=C1CCCCCN1CP(=O)(O)CN1CCOCC1
-1.1% | 0.7 | COc1cc(OC)cc(C(=O)Oc2c(CN3CCOCC3)cc(Cl)c3cccnc23)c1
-7.2% | 6.9 | Cc1nn(CCCC(=O)NCCc2ccccc2)c(C)c1[N+](=O)[O-]
? | . | Cc1cccc(CN2CCN(C(=O)CCc3nnc(C4CCCCC4)o3)CC2)c1
? | . | CCc1nnc(NS(=O)(=O)c2ccc(NCc3ccccc3O)cc2)s1
? | . | O=C1CN(C(=O)c2ccccc2)C(c2ccc(F)cc2)c2cc(Br)ccc2N1 (stereo not drawn)
? | . | Nc1ccc(C(=O)N/N=C\C=C\c2cccc([N+](=O)[O-])c2)cc1
